GLS inh: inhibitors of human glutaminase (GLS). O94925. GLS enzymatic activity, qHTS titration. Potency, µM (highest dose often 45.5 µM), for the others: top-dose activity change, negative = inhibition, most hits filed as inhibitors. 410,000 tested, 0.21% active. AID 624170; further: potency means the concentration at half of the fitted maximal effect; on the % scale 0 is the no-effect control and ±100 the full control effect
Target sequence (O94925 whole entry, looked up): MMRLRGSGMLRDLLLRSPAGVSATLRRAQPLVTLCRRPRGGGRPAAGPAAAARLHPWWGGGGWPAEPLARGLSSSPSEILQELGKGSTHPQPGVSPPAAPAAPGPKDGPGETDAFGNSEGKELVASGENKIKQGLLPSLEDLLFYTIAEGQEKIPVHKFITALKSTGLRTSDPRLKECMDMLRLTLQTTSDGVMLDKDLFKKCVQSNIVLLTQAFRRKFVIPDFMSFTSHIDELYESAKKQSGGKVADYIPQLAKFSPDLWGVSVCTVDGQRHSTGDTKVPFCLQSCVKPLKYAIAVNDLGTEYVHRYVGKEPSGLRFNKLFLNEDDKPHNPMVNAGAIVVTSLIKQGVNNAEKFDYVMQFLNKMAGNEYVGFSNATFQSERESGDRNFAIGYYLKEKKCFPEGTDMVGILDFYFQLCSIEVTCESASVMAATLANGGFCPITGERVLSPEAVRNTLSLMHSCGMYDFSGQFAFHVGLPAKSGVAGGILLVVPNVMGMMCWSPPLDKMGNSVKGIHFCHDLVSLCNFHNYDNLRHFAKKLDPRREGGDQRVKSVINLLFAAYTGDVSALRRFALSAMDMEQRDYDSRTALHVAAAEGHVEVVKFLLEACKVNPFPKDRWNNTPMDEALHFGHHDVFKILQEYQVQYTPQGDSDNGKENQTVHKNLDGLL
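Glutamate formation by hKGA was monitored fluorometrically using coupled glutamate oxidase, HRP and Amplex Red. Substrate was added as 1 mM L-glutamine solution; incubation was 30 min at RT after an initial read.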
12-LOX inh: inhibitors of human 12S-lipoxygenase ALOX12. purified 12hLO, xylenol orange hydroperoxide absorbance. P18054. 580,000 tested, 1.1% active. Potency, µM (series often up to 108 µM), for inactives: top-dose activity change, negative = inhibition, most hits filed as inhibitors; further: potency means the concentration at half of the fitted maximal effect; on the % scale 0 is the no-effect control and ±100 the full control effect
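Purified human 12hLO at 150 nM in 25 mM Hepes, 0.01% Triton X-100, pH 7.0, preincubated 15 min at room temperature with compound. Reaction started with 40 uM arachidonic acid, 30 min at room temperature. Hydroperoxide measured by Fe-xylenol orange, 573/405 nm absorbance ratio.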
PI4K2A block: blocks human PI4K2A kinase activity. purified PI4K2A, ADP-Glo luminescence, 1 h; hits give low values. activity change, negative = inhibition, % at 76.9 µM. 420,000 tested, 0.13% active. AID 1346378; in the data active means activity change below about -50%; inconclusive means mostly about -30% to -49%;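 further: -100% = wells without enzyme as full effect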
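PI4K2A activity was measured by ADP-Glo luminescence: enzyme (4 ug/mL stock) and phosphatidylinositol (1.2 mM stock) in Tris pH 7.5/MgCl2/EGTA/Triton X-100 buffer were reacted with ATP (300 microM stock) for one hour at ambient temperature.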
BAZ2B inh: BAZ2B (human) inhibition | Q9UIF8 | AlphaScreen BAZ2B-H3K14Ac peptide displacement | Potency, µM (top dose mostly 114 µM), without a hit: top-dose activity change, negative = inhibition, hits mostly inhibitors | 360,000 tested, 4.4% active | AID 504333; further: potency means the concentration at half of the fitted maximal effect; on the % scale 0 is the no-effect control and ±100 the full control effect; nearly all actives have a fitted effect of over 60% in size
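BAZ2B (50 nM) with biotin-H3(5-23)K14Ac peptide (50 nM) in PBS pH 7.4, 0.01% Tween-20, preformed 30 min, then compound 30 min at room temperature; top concentration 110uM. AlphaScreen streptavidin donor/nickel chelate acceptor beads (10 ug/mL final), 20 min dark, signal read.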
ERG-DNA inh: blocks human ERG Ets domain binding to DNA; P11308; fluorescence polarization, His-ERG Ets domain / labelled DNA; Potency, µM (top dose mostly 76.9 µM), without a hit: top-dose FP activity, negative = inhibition, hits mostly inhibitors; 370,000 tested, 0.028% active; AID 624246; active means well fitted inhibition curve with a large enough effect in the polarisation, with a control signal flat; inconclusive means small, poorly fitted or top-dose-only effect, or effect the other way, or a change in a side signal; inactive means no such curve, though single readings can be large or run the other way; the % refers to the polarisation;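 further: polarization taken with two DNA probes labelled with fluorescein and Texas red; potency means the concentration at half of the fitted maximal effect; % of control where 0% means no effect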
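His-tagged ERG Ets domain (1 uM in the protein solution; 300mM KCl, 50mM Tris-HCl, 1mM EDTA, 1mM DTT, pH 7.5) received compound, then a probe mix of 5 nM fluorescein-DNA and 100nM Texas-615-DNA. Fluorescence polarization was read for both dyes.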
JMJD2A Tudor inh: blocks the human JMJD2A Tudor domain | AlphaScreen JMJD2A-Tudor / H3K4me3 peptide binding | Potency, µM (series often up to 114 µM), inactives show at the top dose activity change, negative = inhibition, most hits filed as inhibitors | 390,000 tested, 4.4% active | O75164; further: potency means the concentration at half of the fitted maximal effect; on the % scale 0 is the no-effect control and ±100 the full control effect; nearly all actives have a fitted effect of over 50% in size
HP1b chromo inh: blocks HP1-beta chromodomain binding to methylated histone tails; P83916; AlphaScreen HP1-beta / biotin-H3K9me3 peptide binding; Potency, µM (highest dose often 114 µM), for inactives: top-dose activity change, negative = inhibition, actives largely listed as inhibitors; 390,000 tested, 0.56% active; AID 540317; further: potency means the concentration at half of the fitted maximal effect; nearly all actives have a fitted effect of over 70% in size; inactives centre near 23
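HP1-beta protein (50 nM final) preincubated 30 min at room temperature with biotinylated H3(1-18)K9me3 peptide (50 nM) in PBS pH 7.4, 0.01% Tween-20, then compound added for 30 min. AlphaScreen streptavidin donor/nickel chelate acceptor beads (10 ug/mL final), 30 min dark, luminescence read.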
G9a block: inhibitors of human histone lysine methyltransferase G9a; Q96KQ7; Potency, µM (titrated, usually from 102 µM), without a hit: at the highest dose activity, negative = inhibition, actives largely listed as inhibitors; G9a H3K9 monomethylation, AlphaScreen, 2 h; 350,000 tested, 8.8% active; further: potency means the concentration at half of the fitted maximal effect; on the % scale 0 is the no-effect control and ±100 the full control effect; nearly all actives have a fitted effect of over 75% in size
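Signal arises when biotinylated H3K9 peptide, once monomethylated, bridges streptavidin donor and antibody-captured acceptor beads. Enzyme at 20 nM was preincubated 15 min with test compounds; peptide 500 nM and SAM 20 uM then reacted for 2 h.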
RGS4 inhibitor: human RGS4 inhibition. Transcreener GDP fluorescence polarization, RGS4-accelerated GTP hydrolysis. P49798. 390,000 tested, 0.039% active. AID 504845. Potency, µM (top dose mostly 114 µM), for the others: top-dose activity change, negative = inhibition, hits mostly inhibitors; further: potency means the concentration at half of the fitted maximal effect; on the % scale 0 is the no-effect control and ±100 the full control effect; nearly all actives have a fitted effect of over 75% in size; some results filed as inactive show a strong effect at the top dose
Target sequence (P49798 whole entry, looked up): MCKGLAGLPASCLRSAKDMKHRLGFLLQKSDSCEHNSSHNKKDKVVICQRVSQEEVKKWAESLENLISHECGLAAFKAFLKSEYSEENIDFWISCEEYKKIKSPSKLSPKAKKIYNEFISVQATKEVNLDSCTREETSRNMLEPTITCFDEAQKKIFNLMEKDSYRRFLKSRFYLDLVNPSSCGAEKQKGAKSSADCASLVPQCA
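MLSMR compounds (23 nl, pin-transferred) preincubated 10 min at room temperature with a 500nM (2x) first reagent, then RGS4 at 900nM (2x) plus Transcreener GDP mix added; fluorescence polarization (620/688 nm) read before and after 90 min at 30 °C.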
Starred values were filed as active, the others as inactive; ? = inconclusive; nt = not tested or not shown; & = joins results of further samples; [ ] = remark or other dose. Unless noted, the call rests on the fitted dose curve; in most records, active means well fitted curve in the direction sought with a large enough effect; inconclusive means small, poorly fitted or top-dose-only effect, or another doubt; inactive means no such curve, though single readings can be large; an effect the other way counts as inactive or inconclusive.

G9a block,BAZ2B inh,HP1b chromo inh,RGS4 inhibitor,JMJD2A Tudor inh,ERG-DNA inh,GLS inh,12-LOX inh,PI4K2A block,Compound
-3%,10%,27%,1%,-5%,5%,-1%,-12%,-3,COc1ccc(C(=O)CSc2nc3ccc([N+](=O)[O-])cc3[nH]2)cc1
16%,-14%,12%,16%,-17%,3%,7%,4%,0,O=C(Nc1cccc(F)c1)NC1(C(=O)N2CCOCC2)CCCCC1
10%[12.7 µM],4%,27%,25%,-3%,2%,-3%,0%,0,O=C(Cn1nnc(-c2ccc(CN3CCOCC3)cc2)n1)NC1CCCCC1
nt,nt,24%,17%,-18%,1%,1%,3%,3,O=C(CCCCCCCC(=O)N1CCCCCC1)N1CCCCCC1
?,0%,0%,-8%,-11%,3%,10%,0%,-7,CC(OC(=O)CNC(=O)C12CC3CC(CC(C3)C1)C2)C(=O)Nc1ccc(N2CCOCC2)cc1 (stereo unspecified)
-3%,-6%,20%,17%,-12%,-1%,16%,7%&1%,-5,COC(=O)c1ccccc1NC(=O)c1cnn2cccnc12
4%[2.33 µM],-30%,13%,34%,?,-4%,0%,-19%,2,CCN1C(=O)[C@H]2[C@@H](c3ccc(SC4CCCCC4)c(OC)c3)N3CCCC[C@@]3(C(=O)OC)[C@H]2C1=O
-12%[2.33 µM],21%,34%,-31%,-8%,nt,-13%,0%,4,O=C(OCC(=O)N1CCc2ccccc21)c1ccc([N+](=O)[O-])cc1
26%[0.501 µM],6%,3%,0%,-14%,-4%,22%,11%,0,CCN(CC(=O)Nc1c(F)cccc1F)C(=O)c1cccc(S(=O)(=O)N2CCc3ccccc3C2)c1
-32%[59 µM],-19%,4%,?,-23%,-1%,-7%,-10%,-3,O=c1c2sc3ccccc3c2n(Cc2cccc(Cl)c2)c(=O)n1Cc1ccco1
-48%[12.7 µM],13%,26%,22%,-14%,3%,10%,17%,-2,O=C1CC(N2CCN(c3ccc(S(=O)(=O)N4CCCC4)cc3)CC2)C(=O)N1c1ccc(F)cc1 (stereo unspecified)
12%[12.7 µM],-15%,-7%,5%[11.4 µM],?,4%,7%,-6%,-2,CC1(C)CC(=O)C2=C(C1)Nc1ccccc1N(C(=O)C1CC1)C2c1ccco1 (stereo unspecified)
nt,1%,-7%,9%,-6%,nt,16%,22%,-18,CN1CCC(=NNC(=O)CSCc2ccccc2)CC1
25µM*,-33%,-40%,-42%,50µM*,1%,-11%,32µM*,-2,COc1ccc(C(NC(=O)/C=C\c2ccco2)c2ccc(OC)c(OC)c2)cc1 (stereo unspecified)
20%[12.7 µM],?,28%,-23%,-4%,12%,?,-13%,-6,COc1cc(/C=C/C(=O)O)cc(Br)c1O
nt,2.5µM*,63%[activator],-24%,2.8µM*,-7%,-19%,55%&9%[activator],-29,c1ccc(-c2nc(-c3ccncc3)n[nH]2)nc1
5%[59 µM],1%,41%[activator],2%,-5%,nt,-2%,-2%,-1,CCOc1ccccc1NC(=O)c1ccc2nccnc2c1
29%[59 µM],20%,148%[activator],0%,40%[activator],0%,14%,-16%,-4,Cc1cccc2c1-c1sc(C(=O)Nc3ccc(F)cc3F)cc1CO2
20%[59 µM],5%,36%,46%,-12%,-1%,0%,0%,5,O=C(COC(=O)CN1C(=O)C2CC=CCC2C1=O)Nc1cc(C(F)(F)F)ccc1N1CCOCC1 (stereo unspecified)
3%,-16%,-9%,-38%,-34%,-2%,7%,2%,-1,CC1CCCC(NC(=O)COC(=O)Cc2c[nH]c3ccccc23)C1C (stereo unspecified)
-8%[59 µM],?,-8%,2%,-25%,-17%,5%,?,-5,CC(=O)c1cccc(NC(=O)CSc2nc(=O)n(Cc3ccco3)c3c2CCC3)c1
16%[59 µM],-2%,46%[activator],-9%,-9%,8%,0%,-5%,3,COC(=O)c1cc(C(=O)CC(C)C)c[nH]1
3%[59 µM],-5%,26%,-18%,?,0%,-1%,-10%,1,CCOCc1nnc(NC(=O)CSCc2ccccc2)s1
-4%[59 µM],-23%&-23%,7%&-1%,21%&2%,-26%&-23%,-7%&1%,8%&-10%,10%&-1%,-2&1,CCCCN(CCCC)CCCNC(=O)Cn1cc2c(n1)-c1c(oc(C(=O)N3CCCC3)c1C)CC2
10%,13%,51%[activator],15%,0%,3%,7%,-13%,0,O=C(CNC(=O)c1ccccc1)NCC(=O)OCc1ccccc1Cl
10%,9%,12%,26%,-21%,5%,3%,?,5,O=C(NCc1ccc(F)cc1)c1cccc(S(=O)(=O)N2CCCC2)c1
-21%[59 µM],-14%,50%[activator],0%,-4%,?,2%,-4%,-4,CCc1ccc2oc(C(=O)NCC(c3ccc(Cl)cc3)N3CCOCC3)c(C)c2c1 (stereo unspecified)
?,?,32%,0%,-15%,-6%,-15%,5%,-1,CCC(C)[C@H](N)c1nnc(SCc2cccc(F)c2)o1 (stereo partly specified)
50µM*,5%,45%[activator],-35%,-23%[57.1 µM],-6%,2%,12%,-2,Cc1nc2cc(C(=O)OCC(=O)Nc3cccc(Cl)c3)ccc2n1-c1ccccc1
nt,6%,38%,10%,-9%,6%,-2%,nt,4,O=C(CN1C(=O)NC2(CCCC2)C1=O)N1CCN(S(=O)(=O)c2ccccc2Br)CC1

Next section; the last 5 above are carried over.
G9a block,BAZ2B inh,HP1b chromo inh,RGS4 inhibitor,JMJD2A Tudor inh,ERG-DNA inh,GLS inh,12-LOX inh,PI4K2A block,Compound
10%,9%,12%,26%,-21%,5%,3%,?,5,O=C(NCc1ccc(F)cc1)c1cccc(S(=O)(=O)N2CCCC2)c1
-21%[59 µM],-14%,50%[activator],0%,-4%,?,2%,-4%,-4,CCc1ccc2oc(C(=O)NCC(c3ccc(Cl)cc3)N3CCOCC3)c(C)c2c1 (stereo unspecified)
?,?,32%,0%,-15%,-6%,-15%,5%,-1,CCC(C)[C@H](N)c1nnc(SCc2cccc(F)c2)o1 (stereo partly specified)
50µM*,5%,45%[activator],-35%,-23%[57.1 µM],-6%,2%,12%,-2,Cc1nc2cc(C(=O)OCC(=O)Nc3cccc(Cl)c3)ccc2n1-c1ccccc1
nt,6%,38%,10%,-9%,6%,-2%,nt,4,O=C(CN1C(=O)NC2(CCCC2)C1=O)N1CCN(S(=O)(=O)c2ccccc2Br)CC1
nt,19%,34%,4%,-10%,0%,-6%,-2%,0,COc1cc(/C=C/C(=O)N2CC(C)OC(C)C2)cc(OC)c1OC (stereo unspecified)
46%[0.501 µM],-34%,12%,22%,-26%,-4%,1%,-8%,1,COc1ccc(N(CC(=O)Nc2cccc(OC)c2)S(=O)(=O)c2c(C)nn(C)c2C)cc1
?,?,3%,-11%,?,4%,nt,0%,-7,Cc1cc(-c2ccccc2)nc2[nH]n(-c3ccccc3)c(=O)c12
-19%,-22%,31%,17%,?,3%,-1%,18%,-7,Cc1nc(-c2ccccn2)nc(N(C)c2ccccc2)c1Cl
26%[59 µM],10%,64%[activator],-19%,-5%,6%,-6%,14%[57.4 µM],-2,CC(C)CCOC(=O)C1C2C=CC3(CN(Cc4cccs4)C(=O)C13)O2 (stereo unspecified)
10%,-1%,28%,-5%,0%,4%,-4%,-1%,7,Cc1cc(C)c(S(=O)(=O)c2cccc(Br)c2C)c(=O)[nH]1
-1%,-18%,23%,-8%,-17%,-12%,-8%,-2%,-3,Cc1ccc(-c2nnc(OCc3cccnc3)c3ccccc23)cc1
-26%[59 µM],4%,23%,-27%,0%,-7%,7%,-13%,-10,COc1ccc2c(c1)Cc1sc(NC(=O)c3cccs3)nc1-2
nt,-7%,31%,23%[11.4 µM],-14%,-12%,12%,22%,3,Cc1nn(C(C)C(=O)NCCN2CCCCCC2)c(=O)c2nn(-c3ccccc3)c(C)c12 (stereo unspecified)
6%[59 µM],8%,6%,-4%,-8%,1%,7%,0%,0,NC(=O)c1ccc(-n2nnnc2SCC(=O)Nc2ccccc2-c2ccccc2)cc1
-3%[59 µM],-4%&-4%,35%&11%,-4%&-28%,-2%&-9%,0%&-4%,1%&6%,2%&-6%,-4&2,CCC(C)NC(=O)CN1C(=O)COc2ccc(S(=O)(=O)N3CCOCC3)cc21 (stereo unspecified)
?,-18%,53%[activator],11%,7%,-8%,-1%,6%[6.33 µM],-1,Cc1ccc(S(=O)(=O)c2nnn3c2nc(N2CCCCC2)c2ccccc23)cc1

From PubChem

These rows are one share of the data (hit frequency here may not be typical).
